AmpC det inh – Promiscuous and Specific Inhibitors of AmpC Beta-Lactamase (assay with detergent) | P00811 | purified AmpC, nitrocefin hydrolysis with detergent | Potency, µM (series often up to 28.7 µM), inactives show at the top dose activity change, negative = inhibition | 71,000 compounds, 0.09% hits | AID 584, 2007; active = well fitted curve in the direction sought with a large enough effect
Target sequence (P00811 whole entry, looked up): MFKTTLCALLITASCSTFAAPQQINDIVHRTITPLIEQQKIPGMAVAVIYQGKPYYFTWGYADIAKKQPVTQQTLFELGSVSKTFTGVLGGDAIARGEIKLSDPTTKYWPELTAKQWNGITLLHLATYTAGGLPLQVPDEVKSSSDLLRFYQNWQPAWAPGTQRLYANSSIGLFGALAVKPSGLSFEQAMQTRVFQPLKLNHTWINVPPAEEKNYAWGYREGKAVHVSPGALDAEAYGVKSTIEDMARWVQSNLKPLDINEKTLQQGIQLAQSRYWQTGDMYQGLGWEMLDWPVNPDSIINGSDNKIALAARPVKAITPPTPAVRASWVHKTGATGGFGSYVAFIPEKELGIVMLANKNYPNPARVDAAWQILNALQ
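E. coli AmpC (5.3 nM) in 20 mM phosphate pH 7.0 with 0.01% Triton X-100, preincubated 15 min RT with compound; nitrocefin (2 uL of 800 uM stock) hydrolysis followed by 480 nm absorbance every 20 s over 4 min.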
* hit, by the source's call; & = joins results of further samples; [ ] = dose if it differs, or a comment. % is set by controls: 0 for no effect and ±100 for the full control effect; potency is the fitted concentration of half-maximal effect. These rows are one share of the data; rates above refer to the full screens.

For COc1ccc(C2CC(C(F)(F)F)n3nc(C(N)=O)c(Cl)c3N2)cc1OC (stereo not given) the results were AmpC det inh 21%.
`Cc1c(F)cccc1NS(=O)(=O)c1ccccc1C#N` gave AmpC det inh -4%.
`CCOC(=O)C(C(=O)Nc1cccc(C)n1)C1CCCCC1` (stereo not given) gave AmpC det inh 6%.
For CC1(C)CC(=O)C=C(Nc2ccccn2)C1 the results were AmpC det inh -3%.
Cc1ccc(Cn2nnc3c(=O)n(CC(=O)c4ccccc4)cnc32)cc1 was read as AmpC det inh 14%.
For COc1ccc(N2C3=[N+](CC2(C)O)c2ccccc2CC3)cc1 (stereo not given) the results were AmpC det inh -8%.
`CCCn1c(-c2ccc(F)cc2)nc2c(NCCN3CCCC3)nc(C)nc21` gave AmpC det inh 13%.
Screening O=C(CCC1CCCC1)N1CCN(C(=O)COc2ccccc2)CC1 returned AmpC det inh 9%.
Cn1c(C(=O)N2CCN(c3ccccn3)CC2)cc2c(=O)n(C)c3ccccc3c21 was read as AmpC det inh 14%.
COC(=O)CSc1nc(N)c(C#N)c(C(C)C)c1C#N was read as AmpC det inh -2%.
For COc1ccc(CCNC(=O)CSc2nnc(-c3ccc(F)cc3)o2)cc1OC the results were AmpC det inh -1%.
Screening CC1(C)Cc2ccccc2-c2nnc(SCC(=O)Nc3nc4ccccc4s3)n21 returned AmpC det inh 11%.
Cc1cccc(NC(=O)N2CCC(NC(=O)c3ccccc3C)CC2)c1 was read as AmpC det inh 9%.
Screening CCC(=O)N1CCCc2cc(S(=O)(=O)N3CCN(C4CCCCC4)CC3)ccc21 returned AmpC det inh 22%.
`CN(C)S(=O)(=O)c1cccc(C(=O)OCC(=O)Nc2sccc2C(N)=O)c1` gave AmpC det inh -4%.
For COc1cccc(CN(C)C(=O)c2ccc(S(=O)(=O)N3CCCC3)cc2)c1OC the results were AmpC det inh 1%.
`c1ccc(-c2ncnc3nc4n(c23)CCC4)cc1` gave AmpC det inh -4%.
Oc1cc(Cc2ccccc2)cnc1CN1CCCCC1 was read as AmpC det inh 8%.
`Cc1ccc2c(CC(=O)N3CCN(S(=O)(=O)c4ccc5c(c4)OCCO5)CC3)coc2c1` gave AmpC det inh 1%.
For CS(=O)(=O)Nc1cccc(-c2cncnc2NCc2cccnc2)c1 the results were AmpC det inh 9%.
Screening O=C(O)c1cc2c(s1)-c1ccccc1OC2 returned AmpC det inh -3%.
For Cc1cc(=S)[nH]c2ccccc12 the results were AmpC det inh 7%.
Screening COc1ccc(NC(=O)c2c(OC)cccc2OC)c(OC)c1 returned AmpC det inh -3%.
CCCCC#Cc1nc(NC)c2ncn([C@@H]3O[C@@H](CO)[C@H](O)[C@H]3O)c2n1 was read as AmpC det inh -2%.
Screening O=C(O)C(CCCCN1C(=O)C2C3C=CC(C3)C2C1=O)N1C(=O)C2C3C=CC(C3)C2C1=O (stereo not given) returned AmpC det inh -5%.
`O=C1COc2ccc(C(=O)CSc3nnc(-c4cccs4)n3Cc3ccccc3)cc2N1` gave AmpC det inh -2%.
O=C(C1Cc2ccccc2CN1S(=O)(=O)c1cccs1)N1CCCCC1 (stereo not given) was read as AmpC det inh 0%.
C/C(=C\COc1cc(=O)[nH]c2ccccc12)CC[C@@H](O)C(C)(C)O was read as AmpC det inh -1%.
C/C(Cl)=C/CSc1nc2c(c(=O)[nH]c(=O)n2C)n1C(C)C was read as AmpC det inh -5%.
For CCc1ccc(S(=O)(=O)NC(CC(=O)O)c2ccccc2)cc1 (stereo not given) the results were AmpC det inh 7%.
`CCCNC(=O)c1c(N)n(-c2ccc3c(c2)OCO3)c2nc3ccccc3nc12` gave AmpC det inh -6%.
Screening CCOC(=O)C1CCN(C(=O)CN(c2cccc(OC)c2)S(=O)(=O)c2ccccc2)CC1 returned AmpC det inh 4%.
`O=C(O)c1nn(Cc2ccc(Cl)cc2Cl)c2ccccc12` gave AmpC det inh -4%&-5%.
Screening CC(C)CC(NC(=O)C1CCC(C)CC1)C(=O)Nc1ccccn1 (stereo not given) returned AmpC det inh 8%.
Screening CN(C)c1ccc(CN2CCCCCC2)cc1 returned AmpC det inh -2%.
`O=C1CCc2cc(S(=O)(=O)NC(Cc3ccccc3)C(=O)NC3CCCC3)ccc2N1` (stereo not given) gave AmpC det inh 15%.
`COc1ccc(-c2nnn(CCc3nn[nH]n3)n2)cc1OC` gave AmpC det inh -1%.
Screening COc1cccc(C(=O)N(CN2CCCC2=O)c2cccc(Cl)c2)c1 returned AmpC det inh 16%.
For Cc1cc2ncn(CCOc3ccccc3C#N)c2cc1C the results were AmpC det inh 0%.
Screening O=C(CN1CCOc2ccccc21)NCc1ccccc1 returned AmpC det inh 6%.
Screening Cc1onc(-c2c(Cl)cccc2Cl)c1C(=O)Nc1c(C)n(C)n(-c2ccccc2)c1=O returned AmpC det inh -2%.
Screening C[N+]1(CCCCC[N+]2(C)CCCC2)CCCC1 returned AmpC det inh -2%[12.8 µM].
For CC1=Nn2c(nnc2-c2ccccc2Cl)SC1 the results were AmpC det inh -3%.
`COc1ccc(-c2nc3cnc(N(C)C)nc3n(Cc3ccc(F)cc3)c2=O)cc1` gave AmpC det inh 3%.
COc1cc2c(C#N)c(N3CCc4ccccc4C3)nc(N)c2c(N)n1 was read as AmpC det inh -2%.
For Cn1c(SCCOc2cccc(Cl)c2)nnc1-c1ccncc1 the results were AmpC det inh 2%.
Screening COc1ccc(C(C(=O)OCCN(C)C)c2ccccc2)cc1 (stereo not given) returned AmpC det inh 1%.
COc1ccc(N)cc1 was read as AmpC det inh 10%&6%.

Fetched one by one from the entries so far, two records:
Screening C[N+]1(CCCCC[N+]2(C)CCCC2)CCCC1 returned AmpC det inh -2%[12.8 µM].
`COc1ccc(-c2nnn(CCc3nn[nH]n3)n2)cc1OC` gave AmpC det inh -1%.

Back to the main list; the three compounds before the break are reprinted first.
For Cn1c(SCCOc2cccc(Cl)c2)nnc1-c1ccncc1 the results were AmpC det inh 2%.
Screening COc1ccc(C(C(=O)OCCN(C)C)c2ccccc2)cc1 (stereo not given) returned AmpC det inh 1%.
COc1ccc(N)cc1 was read as AmpC det inh 10%&6%.
Cc1cccnc1N(C(=O)Nc1ccccc1)C1=NCC(C)(C)S1 was read as AmpC det inh -2%.
Cc1cc(C)nc(SCc2nnc(SCC(=O)N3CCOCC3)o2)n1 was read as AmpC det inh -2%.
Screening CC1=C(C(=O)OCc2ccccc2)C(c2ccoc2)C(C#N)=C(N)O1 (stereo not given) returned AmpC det inh -2%.
`O=C(Oc1ccc(OC(=O)N2CCOCC2)cc1)c1ccccc1` gave AmpC det inh -2%.
For COc1ccccc1NC(=O)N(Cc1ccco1)Cc1cc2ccc(C)c(C)c2[nH]c1=O the results were AmpC det inh -2%.
O=C(c1ccc(CS(=O)(=O)c2cccc(C(F)(F)F)c2)o1)N1CCN(c2ccccn2)CC1 was read as AmpC det inh -1%.
Cc1cnc(CNc2ncncc2-c2cccc(NS(C)(=O)=O)c2)cn1 was read as AmpC det inh 8%.
Screening CCOc1ccccc1N1CCN(C(=O)c2ccncc2)CC1 returned AmpC det inh 11%.
O=c1c2ccccc2sc2c(CO)ccc(NCCN3CCCCC3)c12 was read as AmpC det inh -2%[5.75 µM].
For Cn1c(SCC(=O)Nc2ccccc2F)nnc1-c1ccc(S(=O)(=O)N2CCOCC2)cc1 the results were AmpC det inh 8%.
O=c1cc(-c2ccccc2)[nH]n1-c1nc2ccccc2s1 was read as AmpC det inh 3%.
CN(C)c1ccc(-c2ccccc2)nn1 was read as AmpC det inh 11%.
`Clc1ccc(-c2nn3c(Cn4cnc5ccccc54)nnc3s2)c(Cl)c1` gave AmpC det inh 0%.
Screening CC(C)(C)C1CCc2c(sc(NC(=O)c3cc(C4CC4)on3)c2C#N)C1 (stereo not given) returned AmpC det inh 5%.
CCN(CC)CCCN=Cc1c(O)n(-c2cccc(C)c2C)c(=O)[nH]c1=O was read as AmpC det inh -5%.
COc1ccccc1NC(=O)C(C)Sc1nnnn1C (stereo not given) was read as AmpC det inh -2%.
`Cn1c(=O)c2c(SCc3ccccn3)nc(C3CC3)nc2n(C)c1=O` gave AmpC det inh 13%.
CCS(=O)(=O)N1CCC(C(=O)NCCCN2CCCCCC2)CC1 was read as AmpC det inh -2%.
Screening Cn1c(CC(=O)Nc2ccccc2)nnc1SCCOc1ccccc1 returned AmpC det inh -6%.
Screening CCOC(=O)C1CCCN(Cc2ccccc2OCC)C1 (stereo not given) returned AmpC det inh -3%.
For CNc1nc(-c2ccccc2Cl)nc2ccccc12 the results were AmpC det inh 6%.
COc1cc(C#CC#CCN2CCCCC2)ccc1O was read as AmpC det inh -3%.
c1ccc(Cn2c(-c3ccco3)nc3nc4ccccc4nc32)cc1 was read as AmpC det inh -4%.
`O=C1c2ccccc2-c2c1cccc2C(=O)N(CCO)CCO` gave AmpC det inh 5%.

Structures shown so far that contain an NH in an aromatic ring, in the order listed:
For Cc1cc(=S)[nH]c2ccccc12 the results were AmpC det inh 7%.
C/C(=C\COc1cc(=O)[nH]c2ccccc12)CC[C@@H](O)C(C)(C)O was read as AmpC det inh -1%.
C/C(Cl)=C/CSc1nc2c(c(=O)[nH]c(=O)n2C)n1C(C)C was read as AmpC det inh -5%.
`COc1ccc(-c2nnn(CCc3nn[nH]n3)n2)cc1OC` gave AmpC det inh -1%.
For COc1ccccc1NC(=O)N(Cc1ccco1)Cc1cc2ccc(C)c(C)c2[nH]c1=O the results were AmpC det inh -2%.
O=c1cc(-c2ccccc2)[nH]n1-c1nc2ccccc2s1 was read as AmpC det inh 3%.
CCN(CC)CCCN=Cc1c(O)n(-c2cccc(C)c2C)c(=O)[nH]c1=O was read as AmpC det inh -5%.

(more compounds)
For CC(CN1CCOCC1)OC(=O)c1ccc(Br)cc1 (stereo not given) the results were AmpC det inh -3%.
Screening N#Cc1nc(N)nc(N(c2ccccc2)c2ccccc2)n1 returned AmpC det inh -3%.
Screening CC(=O)Nc1cccc(NS(=O)(=O)c2cccc3nsnc23)c1 returned AmpC det inh -3%.
CS(=O)(=O)N(CC(=O)N1CCCCC1)c1ccc2c(c1)OCO2 was read as AmpC det inh -6%.
`Cc1nnc(C)c2c(C)n(C(C)c3ccccc3)c(C)c12` (stereo not given) gave AmpC det inh 7%.
Screening Cc1ccc(S(=O)(=O)N2CCN(C(=O)C3CCCCC3)CC2)cc1 returned AmpC det inh -6%.
For CSCC[C@H](NC(=O)NCc1ccc(F)cc1)C(=O)O the results were AmpC det inh -2%.
CC(C)(C)c1ccc(C(=O)NCCC(=O)NCc2ccco2)cc1 was read as AmpC det inh 7%.
`Cc1cc(OC(=O)N2CCOCC2)cc(C)c1Cl` gave AmpC det inh -6%.
For CCOC(=O)C1CCN(C(=O)c2ccc(SC)cc2OC)CC1 the results were AmpC det inh 1%.
O=C(O)c1ccc(Cl)c(S(=O)(=O)NCc2ccco2)c1 was read as AmpC det inh 14%.
For C=CCN(C(=O)CSc1nc2[nH]ncc2c(=O)n1-c1ccccc1OC)c1ccccc1 the results were AmpC det inh 6%.
`CC1(C)CC(=O)C=C(NCCN2CCN(C(=O)Cc3ccc(Cl)cc3)CC2)C1` gave AmpC det inh -4%.
Screening COc1ccc(CCNC(=O)Cn2nnc(-c3cccs3)n2)cc1OC returned AmpC det inh 13%.
`CC(C)(C)N(Cc1ccccc1)C(=O)c1ccc2c(c1)OCCO2` gave AmpC det inh 16%.
`CCOC(=O)c1cc(NC(=O)C2CCCO2)cc(C(=O)OCC)c1` (stereo not given) gave AmpC det inh -3%.
COc1ccccc1S(=O)(=O)Cc1ccc(C(=O)NCc2cccs2)o1 was read as AmpC det inh -9%.
For CN1CCCC(OC(=O)CCCC(=O)OC2CCCN(C)C2)C1 (stereo not given) the results were AmpC det inh -3%.
Screening CCCNC(=O)NC(=O)CN1C(=O)NC(C)(c2ccc(C)cc2)C1=O (stereo not given) returned AmpC det inh 11%.
For CC(=O)N1CCc2cc(S(=O)(=O)CCC(=O)Nc3c(C)n(C)n(-c4ccccc4)c3=O)ccc21 the results were AmpC det inh 0%.
For COC(=O)c1ccc(C(NC(=O)OCc2ccccc2)/C(F)=C/[C@@H](C)C(=O)NCc2cccnc2)cc1 (stereo not given in full) the results were AmpC det inh 18%.
Nc1ccc(S(=O)(=O)Nc2ccc(S(N)(=O)=O)cc2)cc1 was read as AmpC det inh 1%.
Screening COc1ccc(OC)c(NC(=O)Nc2nnc(N3CCC(C)CC3)s2)c1 returned AmpC det inh 11%.
Screening COc1ccc(Nc2nc3c(c(=O)n(C)c(=O)n3C)n2CCO)cc1 returned AmpC det inh 9%.
`Cn1c(SCC(=O)c2ccccc2F)nnc1C1CC1` gave AmpC det inh 10%.
Screening CCC1=NC(c2ccc(OC)cc2OC)N(O)C1(C)C (stereo not given) returned AmpC det inh -2%.
CC(=NC1CCN(Cc2ccccc2)CC1)c1c(O)[nH]c(=O)[nH]c1=O was read as AmpC det inh 13%.
Screening O=C(NCc1cccs1)c1cccc(S(=O)(=O)N2CCCCC2)c1 returned AmpC det inh -4%.
Screening CCc1cc2c(=O)n(N)c(CCC(=O)O)nc2s1 returned AmpC det inh 9%.
For COc1ccc(-n2c(C)nc3c(cnn3-c3ccccc3)c2=O)cc1 the results were AmpC det inh -3%.
OC[C@@H]1O[C@@H](n2cnc3c(SCc4ccccc4)ncnc32)[C@@H](O)[C@H]1O was read as AmpC det inh -2%[5.75 µM].
`CCNc1ncc2nc(-c3ccc(OC)cc3)c(=O)n(Cc3cccs3)c2n1` gave AmpC det inh 0%.
For Cc1cc(C)n(-c2nnc(C)c(=O)[nH]2)n1 the results were AmpC det inh -1%.
